# Screening data: PubChem BioAssay, National Center for Advancing Translational Sciences (NCATS)
# G9a inh: inhibitors of human histone lysine methyltransferase G9a | G9a H3K9 monomethylation, AlphaScreen, 2 h | Potency, µM (doses to about 102 µM), without a hit: at the top dose activity, negative = inhibition, hits mostly inhibitors | hit rate 8.8% among 350,000 | Q96KQ7; also: potency is read from the fitted curve at half-maximal effect; % is scaled to controls: 0 for no effect and ±100 for the full control effect; nearly all actives have a fitted effect of over 75% in size
# Target sequence (Q96KQ7 913-1193 limits assumed): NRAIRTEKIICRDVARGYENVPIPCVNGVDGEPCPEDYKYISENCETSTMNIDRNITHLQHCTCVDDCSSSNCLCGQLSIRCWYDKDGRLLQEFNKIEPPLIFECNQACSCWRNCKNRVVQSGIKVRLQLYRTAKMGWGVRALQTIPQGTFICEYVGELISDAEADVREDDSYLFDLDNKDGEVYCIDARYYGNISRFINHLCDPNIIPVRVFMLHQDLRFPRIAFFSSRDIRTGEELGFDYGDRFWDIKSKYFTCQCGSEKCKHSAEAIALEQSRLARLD
#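 AlphaScreen detection with an anti-monomethyl H3K9 antibody quantified product after a 2 h room-temperature reaction containing 500 nM biotinylated H3K9 peptide, 20 µM SAM and 20 nM enzyme, which had been preincubated 15 min with compound.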
# BAZ2B inh: BAZ2B (human) inhibition. Q9UIF8. AlphaScreen BAZ2B-H3K14Ac peptide displacement. Potency, µM (titrated, usually from 114 µM), inactives show top-dose activity change, negative = inhibition, hits mostly inhibitors. hit rate 4.4% among 360,000; also: potency is read from the fitted curve at half-maximal effect; % is scaled to controls: 0 for no effect and ±100 for the full control effect; nearly all actives have a fitted effect of over 60% in size
#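 Protein-peptide AlphaScreen: BAZ2B 50 nM, b-H3K14Ac 50 nM, 1x PBS pH 7.4 + 0.01% Tween-20. Preincubation 30 min RT; cpd 30 min RT (top 110 uM); beads 20 min RT, light-protected.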
# HP1b binding inh: inhibitors of HP1-beta chromodomain binding to methylated histone tails. hit rate 0.56% among 390,000. P83916. AlphaScreen HP1-beta / biotin-H3K9me3 peptide binding. Potency, µM (titrated, usually from 114 µM), without a hit: top-dose activity change, negative = inhibition, actives largely listed as inhibitors; also: potency is read from the fitted curve at half-maximal effect; nearly all actives have a fitted effect of over 70% in size; inactives centre near 23
#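 HP1-beta protein (50 nM final) preincubated 30 min at room temperature with biotinylated H3(1-18)K9me3 peptide (50 nM) in PBS pH 7.4, 0.01% Tween-20, then compound added for 30 min. AlphaScreen streptavidin donor/nickel chelate acceptor beads (10 ug/mL final), 30 min dark, luminescence read.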
# JMJD2A Tudor: JMJD2A Tudor domain (human) inhibition. O75164. AlphaScreen JMJD2A-Tudor / H3K4me3 peptide binding. Potency, µM (series often up to 114 µM), inactives show at the highest dose activity change, negative = inhibition, actives largely listed as inhibitors. hit rate 4.4% among 390,000. AID 504339; also: potency is read from the fitted curve at half-maximal effect; % is scaled to controls: 0 for no effect and ±100 for the full control effect; nearly all actives have a fitted effect of over 50% in size
# GLS inhibitor: blocks human kidney-isoform glutaminase activity | Potency, µM (highest dose often 45.5 µM), for the others: top-dose activity change, negative = inhibition, actives largely listed as inhibitors | AID 624170 | GLS enzymatic activity, qHTS titration | O94925 | hit rate 0.21% among 410,000; also: potency is read from the fitted curve at half-maximal effect; % is scaled to controls: 0 for no effect and ±100 for the full control effect
# Target sequence (O94925 whole entry, looked up, canonical isoform): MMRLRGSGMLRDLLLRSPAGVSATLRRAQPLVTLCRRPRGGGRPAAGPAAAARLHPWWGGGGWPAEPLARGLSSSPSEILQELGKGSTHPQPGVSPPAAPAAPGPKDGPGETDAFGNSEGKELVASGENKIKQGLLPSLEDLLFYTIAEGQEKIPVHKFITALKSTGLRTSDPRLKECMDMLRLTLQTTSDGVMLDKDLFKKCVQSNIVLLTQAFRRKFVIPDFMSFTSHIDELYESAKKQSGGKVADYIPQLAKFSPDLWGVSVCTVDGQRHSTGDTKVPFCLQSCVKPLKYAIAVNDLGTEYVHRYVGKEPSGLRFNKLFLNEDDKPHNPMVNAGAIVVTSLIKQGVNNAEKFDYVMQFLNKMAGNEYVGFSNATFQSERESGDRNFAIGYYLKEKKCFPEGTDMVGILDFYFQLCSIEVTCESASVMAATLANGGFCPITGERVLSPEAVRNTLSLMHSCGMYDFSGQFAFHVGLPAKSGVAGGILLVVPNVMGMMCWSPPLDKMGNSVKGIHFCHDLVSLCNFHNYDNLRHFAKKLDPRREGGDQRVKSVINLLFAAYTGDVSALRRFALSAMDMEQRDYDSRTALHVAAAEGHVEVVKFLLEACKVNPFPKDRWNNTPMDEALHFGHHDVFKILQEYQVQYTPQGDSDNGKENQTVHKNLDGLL
#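 Assay buffer: 45 mM KH2PO4 pH 8.2, 0.02% Tween-20. hKGA acts on L-glutamine (1 mM solution added); product glutamate is reported by an oxidase/peroxidase Amplex Red coupling, with fluorescence taken at baseline and 30 min.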
# RGS4 inhibitor: blocks human RGS4-accelerated GTP hydrolysis. hit rate 0.039% among 390,000. Transcreener GDP fluorescence polarization, RGS4-accelerated GTP hydrolysis. Potency, µM (titrated, usually from 114 µM), for inactives: at the highest dose activity change, negative = inhibition, hits mostly inhibitors. P49798. AID 504845; also: potency is read from the fitted curve at half-maximal effect; % is scaled to controls: 0 for no effect and ±100 for the full control effect; nearly all actives have a fitted effect of over 75% in size; some results filed as inactive show a strong effect at the top dose
#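 MLSMR compounds (23 nl, pin-transferred) preincubated 10 min at room temperature with a 500nM (2x) first reagent, then RGS4 at 900nM (2x) plus Transcreener GDP mix added; fluorescence polarization (620/688 nm) read before and after 90 min at 30 °C.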
# 12-LOX inh: inhibitors of human 12S-lipoxygenase ALOX12 | purified 12hLO, xylenol orange hydroperoxide absorbance | Potency, µM (series often up to 108 µM), inactives show at the highest dose activity change, negative = inhibition, hits mostly inhibitors | hit rate 1.1% among 580,000; also: potency is read from the fitted curve at half-maximal effect; % is scaled to controls: 0 for no effect and ±100 for the full control effect
#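 Purified human 12hLO at 150 nM in 25 mM Hepes, 0.01% Triton X-100, pH 7.0, preincubated 15 min at room temperature with compound. Reaction started with 40 uM arachidonic acid, 30 min at room temperature. Hydroperoxide measured by Fe-xylenol orange, 573/405 nm absorbance ratio.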
# PI4K2A block: PI4K2A (human) kinase inhibition | purified PI4K2A, ADP-Glo luminescence, 1 h; active compounds read low | Q9BTU6 | hit rate 0.13% among 420,000 | AID 1346378 | activity change, negative = inhibition, % at 76.9 µM; in the data active = activity change below about -50%; inconclusive = mostly about -30% to -49%;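 also: -100% = wells without enzyme as full effect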
#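 Compounds are screened against recombinant PI4K2A using PI as substrate and ATP, the latter dispensed at 300 microM. Reactions run one hour at ambient temperature before ADP-Glo detection; full inhibition defined by wells lacking enzyme.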
# ERG-DNA inh: blocks human ERG Ets domain binding to DNA; fluorescence polarization, His-ERG Ets domain / labelled DNA; P11308; Potency, µM (series often up to 76.9 µM), for the others: top-dose FP activity, negative = inhibition, actives largely listed as inhibitors; hit rate 0.028% among 370,000; AID 624246; active = well fitted inhibition curve with a large enough effect in the polarisation, with a control signal flat; inconclusive = small, poorly fitted or top-dose-only effect, or effect the other way, or a change in a side signal; inactive = no such curve, though single readings can be large or run the other way; the % refers to the polarisation;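 also: polarization taken with two DNA probes labelled with fluorescein and Texas red; potency is read from the fitted curve at half-maximal effect; % of control where 0% means no effect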
#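 His-tagged ERG Ets domain (1 uM in the protein solution; 300mM KCl, 50mM Tris-HCl, 1mM EDTA, 1mM DTT, pH 7.5) received compound, then a probe mix of 5 nM fluorescein-DNA and 100nM Texas-615-DNA. Fluorescence polarization was read for both dyes.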
# Numbers without * were called inactive; ? = inconclusive; · = no result given; [ ] = another dose, or the depositor's remark. Unless noted, calls follow the shape of the dose curve; as a rule, active = well fitted curve in the direction sought with a large enough effect; inconclusive = small, poorly fitted or top-dose-only effect, or another doubt; inactive = no such curve, though single readings can be large; an effect the other way counts as inactive or inconclusive. A portion of the library; rates above refer to the full screens.
# Each structure is followed by: G9a inh	BAZ2B inh	HP1b binding inh	JMJD2A Tudor	GLS inhibitor	RGS4 inhibitor	12-LOX inh	PI4K2A block	ERG-DNA inh
> CCCOc1ccccc1C(=O)N1CCC(c2nc3ccccc3s2)CC1
  -25.4%[59 µM]	-13.3%	37.3%[activator]	-19.5%	-1.8%	-0.3%	?	-2.0	4.6%
> COC(=O)Cc1ccc(NC(=S)NCCCN2CCOCC2)cc1
  ?	-17.2%	41.3%[activator]	-0.7%	0.3%	0.9%	1.1%	1.9	-1.5%
> CCOc1ccc(-n2c(SCC(=O)Nc3ccc(Br)cc3)nc3n[nH]c(C)c3c2=N)cc1
  2.5%	-9.1%	15.5%	-11.4%	1.5%	-0.3%	-0.8%	1.1	0.5%
> Cc1ccc(S(=O)(=O)CCC(=O)OCc2ccc(S(=O)(=O)C(C)C)cc2)cc1
  -45.4%	-25.8%	45.8%[activator]	-6.4%	5.3%	-11.6%[56.9 µM]	-11.0%	-5.5	-4.1%
> Cc1oc(-c2ccc(C(=O)NCc3ccc(Cl)cc3)cc2)nc1CS(=O)(=O)c1ccccc1
  ?	-23.6%	11.4%	-25.9%	-3.1%	-7.3%	?	-4.0	3.1%
> COc1ccccc1-c1nc2c(c(SCc3cccc(Cl)c3)n1)Cc1c(CO)cnc(C)c1O2
  -14.5%[59 µM]	-16.4%	28.1%	4.8%	-9.8%	0.1%	-18.3%	1.2	4.3%
> COCCNC(=O)CN1CCC(n2c(C)nc3cc(C(F)(F)F)ccc32)CC1
  -2.6%[12.7 µM]	-19.8%	12.1%	2.3%	-0.9%	29.3%	-2.8%	0.0	-6.6%
> O=C(NCc1cccnc1)C(=O)N/N=C/c1ccc([N+](=O)[O-])cc1
  24.2%	-18.4%	35.8%	-15.9%	16.3%	15.6%	23.3%	8.2	-10.1%
> CCOc1ccc(NC(=O)/C=C/c2ccc(OC)cc2)c([N+](=O)[O-])c1
  -8.4%[59 µM]	1.6%	9.4%	-10.1%	0.9%	4.1%	8.8%	-23.2	-3.6%
> O=C(CCNC(=O)c1ccco1)NCCc1ccc(Cl)cc1
  73.6%[activator]	-12.2%	7.1%	-11.8%	5.2%	-10.5%	4.2%	5.4	-13.8%
> COc1ccc(S(=O)(=O)NNC(=O)c2ccc(-n3c(C)ccc3C)cc2)cc1
  ?	-18.5%	28.0%	-26.9%	-3.3%	15.4%	0.0%	11.5	14.1%
> S=C(Nc1ccccc1)N1CCC(C2CCN(C(=S)Nc3ccccc3)CC2)CC1
  ·	-1.2%	13.9%	-7.3%	0.6%	-36.4%	·	-0.6	-14.8%
> COc1cc([N+](=O)[O-])ccc1NC(=S)NNC(=O)c1ccc2c(c1)OCO2
  8.91µM*	?	?	50.1µM*	-0.3%	-29.1%	251.3%[activator]	-4.1	1.0%
> CCOC(=O)CN1C(=O)C(O)(CC(=O)c2ccco2)c2ccccc21 (stereo unspecified)
  -8.5%[59 µM]	-30.9%	13.6%	-9.9%	1.7%	11.5%	?	9.7	-1.8%
> COCCOc1ccc(C(F)(F)F)cc1NC(=O)c1ccc(C(F)(F)F)cc1
  20.5%	4.5%	35.2%	-7.1%	4.9%	5.4%	12.1%	-0.9	-5.2%
> COc1ccc(S(=O)(=O)N(C)CC(=O)NCc2ccccn2)cc1
  16.7%[59 µM]	9.1%	10.8%	-15.1%	1.2%	9.7%	18.8%	-6.3	0.3%
> COc1ccc(-c2c(-c3ccc(O)cc3O)n[nH]c2C(F)(F)F)cc1
  ·	-29.6%	29.6%	-20.3%	32.0%[activator]	2.6%[56.9 µM]	?	-25.9	-0.6%
> Cc1ccc(-c2nnc(SCC(=O)N/N=C/c3ccc(C)s3)n2-c2ccc(C)cc2)cc1
  -7.0%	4.0%	12.5%	-29.1%	6.1%	-5.2%	10.4%	6.5	-8.5%
> CSc1ccccc1C(=O)Nc1cccc(C(C)=O)c1
  ?	-17.0%	?	?	53.2%[activator]	?	0.3%	0.8	-4.2%
> CCOc1ccc(-c2nnc(SCC(=O)Nc3ccc(C)cc3C)o2)cc1
  -5.5%[59 µM]	-4.2%	26.9%	79.4µM*	0.2%	2.5%	1.3%	0.4	-7.1%
> Cc1cccc(C)c1NC(=O)N1CCCCCCC1
  -36.2%	·	-21.4%	-10.1%	-2.1%	28.4%	-9.9%	1.2	-5.3%
> COc1cccc(CN2CCNC(=O)C2CC(=O)NCCOc2cccnc2)c1OC (stereo unspecified)
  ·	-4.2%	47.9%[activator]	4.1%	-7.5%	4.9%	-3.2%	1.9	-8.5%
> O=C(OCC(=O)N1CCCc2ccccc21)c1cc(Cl)ccc1O
  ·	-18.0%	28.3%	7.6%	1.1%	14.5%	-15.8%	-1.2	-0.7%
> CC1=NN(C(=O)c2ccccc2Cl)C(O)(c2cccnc2)C1 (stereo unspecified)
  ·	-0.4%	40.8%[activator]	-0.7%	-6.7%	2.2%	42.0%[activator]	6.1	2.5%
> CC1=C(C(=O)OC2CCCC2)C(c2coc3ccccc3c2=O)C2=C(CCCC2=O)N1 (stereo unspecified)
  -2.4%	10.2%	34.1%	-24.1%	5.0%	-3.9%	-13.6%	-2.2	-14.6%
> C=CCNC(=O)C1CCN(c2nc(C)cc(-c3ccccc3)n2)CC1
  14.1%	10.2%	19.5%	7.1%	0.2%	24.9%	2.0%	2.8	-3.8%
> CO[C@@H]1O[C@@H]2COC(c3ccccc3)O[C@@H]2[C@@H](OC)[C@@H]1O (stereo partly specified)
  1.4%[59 µM]	49.7%[activator]	35.5%	3.0%	-1.0%	-15.3%	23.3%	0.5	16.5%
> O=C(NCCc1ccccc1)C(=O)NCC1OCCN1S(=O)(=O)c1cc(F)ccc1F (stereo unspecified)
  ·	37.4%[activator]	24.7%	-7.0%	0.9%	-22.3%	-1.4%	3.8	-1.0%
> COc1ccccc1CNC(=O)c1ccc2c(c1)N(Cc1cccc(C)c1)C(=O)c1ccccc1S2(=O)=O
  -10.1%[59 µM]	-9.5%	11.6%	-22.2%	-5.1%	-8.8%	-17.3%	-10.2	1.4%
> O=C(NC(=S)NNC(=O)c1cnccn1)c1ccc(Cl)cc1
  50.1µM*	3.16µM*	14.5%	22.4µM*	3.0%	-37.7%	0.0%	1.5	0.6%
> O=S(=O)(NCC(c1cccnc1)N1CCN(c2ccccc2)CC1)c1cc(F)ccc1F (stereo unspecified)
  ?	-37.9%	-1.3%	?	-0.6%	-8.6%	24.1%	0.4	·
> COc1ccc(-c2noc(CNC(=O)COc3cccc(C)c3C)n2)cc1
  -0.5%[59 µM]	2.0%	53.3%[activator]	-5.2%	-12.1%	-13.6%	0.0%	-0.3	0.5%
> Cc1ccc(C(=O)O)cc1NC(=O)CCc1ccccc1
  4.9%	-28.1%	-5.9%	?	0.0%	?	?	1.7	-7.1%
> COc1ccc(OC)c(NC(=O)CSc2nnc(-c3cnccn3)n2C)c1
  50.3%[activator]	-14.1%	64.3%[activator]	-5.3%	-18.0%	2.3%[11.4 µM]	2.2%	17.9	5.3%
> CN(CC(=O)Nc1ccc(Cl)c(C(F)(F)F)c1)C(=O)c1ccc2c(c1)NC(=O)CS2
  7.8%[2.33 µM]	-16.7%	16.5%	-25.5%	-1.0%	8.0%	?	3.2	-7.0%
> Cc1ccc(NC(=S)N(CCCN2CCOCC2)Cc2ccccn2)cc1
  -12.1%[59 µM]	2.4%	35.1%	-2.0%	29.0%	10.0%	2.7%	3.2	1.9%
> CC(C)(C)NC(=O)COc1ccc(CNCc2cccs2)cc1
  -39.5%[59 µM]	-3.6%	41.8%	-17.4%	3.3%	5.6%	21.8%	-3.3	·
> COCCN(C(=O)CCC(=O)Nc1nccs1)C(C(=O)NC(C)(C)C)c1ccc(C)cc1 (stereo unspecified)
  15.9%	-8.3%	17.9%	-13.3%	3.3%	11.7%	3.8%	-2.7	-1.5%
> Cn1cnnc1SCc1ccc(C(=O)N=Nc2c(O)n(Cc3ccc(Cl)cc3)c3ccccc23)cc1
  -18.6%[59 µM]	-38.4%	-13.6%	?	-1.8%	?	1.0%	-3.6	9.9%
> COc1cc(OC)cc(C(=O)Nc2cccc(NC(=O)c3cc(OC)cc(OC)c3)n2)c1
  ·	·	17.9%	-14.9%	-0.9%	13.4%	2.9%	5.6	-7.1%
> CC1=C(C(=O)Nc2ccccn2)C(c2ccc(Br)cc2)n2ncnc2N1 (stereo unspecified)
  -10.4%[2.33 µM]	?	21.0%	-26.5%	-7.0%	-22.4%	31.1%[activator]	-3.1	0.2%
> O=S(=O)(Nc1ccccc1)N1CCCCC1
  ·	·	-15.4%	-18.6%	9.8%	10.0%	6.2%	-5.6	-3.3%
> C/C=C\C(=O)Nc1cccc(C2=NOC3(C2)C[C@H](C(N)=O)N(C(=O)[C@H]2CCC(=O)N2)C3)c1 (stereo partly specified)
  -2.6%[59 µM]	0.9%	33.1%	-5.6%	7.7%	6.7%	·	-2.3	-0.2%
> Cc1ccc2occ(-c3cc(-c4ccccc4)nc4c3COc3ccccc3-4)c(=O)c2c1
  17.9%[59 µM]	-19.8%	30.4%	-7.5%	1.1%	-23.1%	-11.3%	3.6	-2.2%
